Ba/F3 V617F tox: reduce viability of Ba/F3 cells dependent on JAK2V617F | Ba/F3 EpoR-JAK2V617F viability, ATP luminescence | inhibition, % at 5.6 µM | actives 1.1% (n = 220,000);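 active = inhibition above the campaign mean plus 3 SD over all tested compounds, cut at about 24% in these data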;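 note: cytokine-independent growth of Ba/F3 cells driven by EpoR plus mutant JAK2; 0% = DMSO-treated cells and 100% = JAK inhibitor I control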
S1P4 agonist: activates the human S1P4 receptor; actives 0.35% (n = 220,000); S1P4-expressing cell line, agonist reporter assay; O95977; AID 1509; activation, % at 4.98 µM; in the data active = activation above about 11%;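 note: 0% = DMSO vehicle and 100% = reference agonist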
NPY-Y2 PAM-ag: potentiates or activates human NPY-Y2 receptor; cells expressing NPY-Y2, potentiator/agonist read-out; actives 0.45% (n = 220,000); activation, % at 3.6 µM; AID 1359; in the data active = activation above about 27%;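 note: cells stimulated with NPY near EC25 plus isoproterenol at EC100; 0% = vehicle plus submaximal agonist and 100% = vehicle plus saturating agonist; some results beyond the cut were filed as inactive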
BaF3 parental: reduces parental Ba/F3 cell viability, JAK2V617F counter-screen; AID 1486; CellTiter-Glo ATP luminescence; inhibition, % at 5.6 µM; actives 1.1% (n = 220,000);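 active = inhibition above a per-campaign cutoff, the mean inhibition of all tested compounds plus 3 SD, cut at about 27% in these data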;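 note: 0% = DMSO wells and 100% = JAK Inhibitor I control wells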
S1P4 antag: antagonists of human S1P4 receptor; S1P4-expressing cells, antagonist mode, reporter read-out; inhibition, % at 4.98 µM; actives 0.26% (n = 220,000); in the data active = inhibition above about 29%;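 note: 0% = wells stimulated with agonist and 100% = vehicle wells without agonist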
PERK inh: inhibitors of human PERK kinase; inhibition, % at 5.6 µM; CHO PERK-DD fusion, SEAP luminescence translation reporter; actives 0.17% (n = 220,000); AID 1416;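 active = inhibition above the mean inhibition of all tested compounds plus 3 SD, set separately per screening campaign, cut at about 2.9% in these data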;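 note: PERK kinase domain activated by AP20187 dimerizer at 100 nM; 0% = DMSO with dimerizer and 100% = rapamycin at 8.4 µM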
MDM2 E3 inh: blocks human Mdm2 ubiquitin ligase activity | Q00987 | cell-based MDM2 ubiquitination luciferase reporter, 2 h; 0 = plate control, 100 = twice control, blank-subtracted | signal enhancement, % at 5 µM | actives 0.11% (n = 210,000);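 active = signal enhancement of 30% or more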;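 note: luminescence tracks abundance of the self-degrading MDM2-luciferase fusion protein; higher signal means inhibition of MDM2 E3 ligase activity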
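Buffer or medium: Cells held in DMEM | Assay system: Stable mammalian line carrying autodegrading MDM2–luciferase fusion reporter | Quantity: 2000 cells/well | Times: 4 h settle plus 2 h compound, 37 °C | Doses: One concentration, 5 µM, with 0.2% DMSO | Technique: Luminescence with SteadyLite reagent, 15 min at room temperature | Benchmarks: Plate controls and plate blanks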
eIF4E 4G PPI: eIF4E/eIF4G interaction inhibition in translation initiation. P63073+Q04637. TR-FRET eIF4E-eIF4GI(517-606) binding, 2 h. inhibition, % at 21.7 µM. actives 0.37% (n = 220,000). AID 782;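 active = inhibition above about 30%, limit read from the data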;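 note: 0% = full FRET control wells and 100% = background wells lacking eIF4GI fragment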
Wee1 degr inh: blocks degradation of human Wee1 kinase | P30291 | HeLa Luc-Wee1K328M stability, luciferase luminescence; 100% = proteasome inhibitor MG132 effect | reporter increase, % at 5 µM | actives 1.2% (n = 220,000) | AID 1321;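 active = activation above the mean of all tested compounds plus 3 SD, set per screening run, cut at about 8.8% in these data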;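 note: cells exposed to compound for 20 h before luminescence read; 0% = DMSO alone and 100% = MG132 at 30 µM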
The depositor's hits bear a star; / = not tested or not shown; [ ] = remark or other dose. Compounds as they come; overall some 4.1% were active at least once.

SMILES	Ba/F3 V617F tox	S1P4 agonist	NPY-Y2 PAM-ag	BaF3 parental	S1P4 antag	PERK inh	MDM2 E3 inh	eIF4E 4G PPI	Wee1 degr inh
O=C(N/C=C/c1ccco1)Nc1cccc(Cl)c1	-2	1.5	7	-1	-2	-0.5	-6	0	0
CCCCCCn1nc(C(=O)OCC(=O)c2c(N)n(C)c(=O)n(C)c2=O)c2ccccc2c1=O	-1	-0.9	14	0	8	0.3	-21	2	1
Cn1nc(-c2ccc(N3CCOCC3)c(NC(=O)COc3ccccc3)c2)c2ccccc2c1=O	-4	-1.7	21	1	-5	0.6	/	/	2
CCOC(=O)N1CCC(NC(=O)C(NC(=O)C2CCC(C)CC2)C(C)CC)CC1 (stereo not drawn)	1	1.8	4	3	-24	-1.4	-14	9	1
Cc1ccc(C(=O)c2c[nH]c3c(F)cc(F)cc3c2=O)cc1	-4	-0.3	0	6	-15	0.7	/	1	0
CCn1cc(C(=O)N2CCN(c3ccccn3)CC2)c(=O)c2cc(S(=O)(=O)N3CCC(C)CC3)ccc21	0	-0.3	5	2	-18	0.1	-15	-3	-1
Cc1ccc(OCc2nnc(SCC(=O)N3CCc4ccccc43)n2C)cc1	-4	2.3	1	1	-4	0.0	/	/	-3
Cc1cc([N+](=O)[O-])nn1CC(=O)Nc1ccc(Cc2ccncc2)cc1	0	-0.9	6	1	3	-0.5	-4	-1	0
COc1ccc(C(=O)COC(=O)CN2CC(=O)Oc3ccccc32)cc1Br	1	-1.0	-7	6	2	1.0	10	-8[fluorescence artefact?]	-4
O=C(N/N=C/c1ccc(N2CCOCC2)o1)c1ccccc1[N+](=O)[O-]	0	5.6	0	1	-16	0.9	-1	5	-1
Clc1ccc(OCCSc2nnnn2C2CCCCC2)cc1	-5	1.2	1	2	-3	1.0	-19	0	2
COc1ccccc1S(=O)(=O)Cc1ccc(C(=O)N2CCN(c3ccc(C)cc3)C(C)C2)o1 (stereo not drawn)	3	0.7	-4	2	-2	-2.1	-3	-3	-2
Cc1cccc(-c2nnc(NC(=O)c3ccc(Cl)cc3)o2)c1	-2	0.6	-18	-2	-19	-0.2	-8	1	-1
CCOc1ccc(C2C(C(=O)OC)=CN(CCOC)C=C2C(=O)OC)cc1	1	9.0	3	8	-27	-0.8	-10	0	-2
CCCC1(C(=O)OCC)NC(c2cc(OC)c(OC)c(OC)c2)C2C(=O)N(CC)C(=O)C21 (stereo not drawn)	-4	-1.4	3	1	4	0.1	-25	-2	-1
O=C(O)CN1CCCCCC1=O	3	2.3	2	4	-8	0.7	-31	2	-1
Cc1cc(C)n2nc(CC(=O)NCc3ccc(F)cc3)nc2n1	0	-0.6	1	3	-14	-0.3	/	0[fluorescence artefact?]	0
O=S1(=O)Nc2c(ccc3cccnc23)-c2ccccc21	3	0.0	-2	13	50*	-1.5	-29	1[fluorescence artefact?]	0
COc1ccc(S(=O)(=O)Cc2ccc(C(=O)N3CCOCC3)o2)cc1	1	0.9	-3	5	-19	0.1	-18	-1	-3
CCOc1ncccc1C(=O)N(CC)CC(=O)Nc1ccc(NC(C)=O)cc1	4	0.5	-5	5	-28	0.5	-5	-2[fluorescence artefact?]	-2
CCN1CCN(C(=S)c2ccc(Cl)c(Cl)c2)CC1	3	0.7	2	5	-1	-1.7	1	11	-1
Cc1ccc(CNS(=O)(=O)c2c(C)n(C)c(=O)n(C)c2=O)cc1	-2	-0.3	-1	-2	7	0.5	-14	1	-1
CC[n+]1ccc(/C=C/c2ccc(N(C)C)cc2)c2ccccc21	101*	-1.4	15	101*	-27	-0.4	-56	-43	1
COc1cccc(C(=O)OC2CCCN(C)C2)c1 (stereo not drawn)	-2	2.5	6	3	-12	0.8	-10	3	2
Cc1ccc(C)c(OCC(=O)N/N=C/c2ccsc2)c1	-2	-1.2	-7	1	-2	0.5	-1	0	-2
Fc1ccc(N2CCN(c3nc(CN4CCOCC4)nc4scc(-c5ccccc5)c34)CC2)cc1	0	-1.0	-4	3	-15	0.0	-19	1	6
O=C(Nc1ccc(OCC(=O)N2CCOCC2)cc1)Nc1cccc2ccccc12	-5	1.6	5	-1	-13	1.0	-5	2	0
CCc1c(C)sc(NC(=O)c2cnn3cccnc23)c1C#N	-3	0.2	6	4	7	0.9	-2	-4[fluorescence artefact?]	1
COc1ccccc1NC(=O)C(=O)NNS(=O)(=O)c1ccc2ccccc2c1	1	0.1	-35	0	3	-0.1	-13	-1	-1
COc1cccc2sc(N(C)c3ccccc3)nc12	-4	0.9	2	0	-10	-0.1	-56	1	2
Cc1cccc(NC(=O)CCCN2C(=O)c3cccc4cccc(c34)C2=O)c1	-1	0.6	4	4	-11	1.2	8	-11	-3
O=C(O)CCc1ncc(C(F)(F)F)cc1Cl	-3	1.1	0	0	-9	0.3	-10	3	1
CCCCc1ccc(C2C3=C(CC(C)(C)CC3=O)NC3=C2C(=O)c2ccccc23)cc1 (stereo not drawn)	-1	-0.1	4	6	-11	0.5	-17	4[fluorescence artefact?]	-2
COc1ccc(OC)c(NC2c3ccccc3C(=O)N2c2cccnc2)c1 (stereo not drawn)	-4	-1.3	-2	4	-2	-0.4	-6	3	1
CCOc1ccc(-c2nnc(-c3ccncc3)o2)cc1OCC	-1	1.7	5	3	1	0.9	-9	0	2
CCN(CC)CCCN1C(=O)C(O)=C(C(=O)c2cc3ccccc3o2)C1c1ccccn1 (stereo not drawn)	1	0.3	8	10	-11	-0.5	-8	-3	-1
CCn1c2ccccc2c2cc(NC(=O)c3cccc(OC)c3)ccc21	-3	-2.4	2	2	4	-0.5	2	2[fluorescence artefact?]	8
Cc1nc(CN2CCC(c3ccccc3)CC2)cc(=O)[nH]1	4	-1.4	-5	11	-2	0.6	-30	0	3
Cc1ccc(C(c2nnnn2C(C)(C)C)N2CCC(C)CC2)cc1 (stereo not drawn)	0	2.2	5	1	-9	-1.0	-12	3	-1
O=C(Nc1ccccc1)N1CCCC(c2nc(-c3cccs3)no2)C1 (stereo not drawn)	-1	0.0	6	6	-23	0.1	1	-2	0
CN(c1ccccc1)S(=O)(=O)c1cccc(NS(=O)(=O)c2ccc(/C=C/C(=O)O)cc2)c1	2	0.7	1	6	-4	0.9	-1	1	3
O=C(CSc1nnc(Nc2ccccc2)s1)NCc1ccco1	-1	0.5	-5	4	-19	0.8	-22	2	0
CC12Cc3ccc4ccccc4c3C=C1C[N+](C)(C)C2 (stereo not drawn)	27*	1.3	3	40*	-7	-1.3	-12	1	0
CCn1c(SCC(N)=O)nnc1-c1cc2c(C)nn(-c3ccccc3)c2s1	3	-1.6	-10	3	-9	-0.5	-4	4	-2
O=c1oc2ccccc2c(NC(c2ccccc2)c2ccccc2)c1[N+](=O)[O-]	0	1.3	28	1	-22	-0.2	-3	-6	-3
O=C(Nc1ccc2c(c1)OCCO2)c1coc2ccccc2c1=O	3	4.3	-2	10	-15	0.6	-44	-1	-4
O=C(CSc1nnnn1-c1cccc2c1CCCC2)N1CCCC1	-2	-0.4	-13	2	-29	-1.4	6	-1	-1
COc1ccc(C(=N/O)/C(=N/O)c2ccc(OC)cc2)cc1	2	0.7	0	8	-8	0.7	-6	7	-1
Cc1ccc(C2=NOC3(CC(=O)N(c4ccccc4)C3=O)C2)cc1 (stereo not drawn)	-4	-0.9	-17	-3	-3	1.0	-11	2	0
CC1CN(S(=O)(=O)c2cccc(C(=O)Nc3ccc(S(=O)(=O)Nc4ncccn4)cc3)c2)CC(C)O1 (stereo not drawn)	-1	0.5	-8	0	8	1.6	-3	3	4
COc1ccc(NC2=NCC(=O)N2c2ccccc2F)cc1	1	1.0	-6	-2	-6	0.9	-25	2[fluorescence artefact?]	-2
CC(=O)N(C(C)=O)c1ccc2nc(C)[nH]c(=O)c2c1	-1	0.6	16	6	-6	0.9	0	-5	-3
CCN1CCN(c2cc(N3CCc4ccccc4C3)c(F)cc2[N+](=O)[O-])CC1	5	-0.4	2	11	-1	-0.4	-19	2[fluorescence artefact?]	-1
COc1ccccc1C(=O)Nc1ccc(C2=NNC(=O)CC2C)cc1 (stereo not drawn)	3	1.2	-17	2	-18	-1.5	-3	0	5
CCC1CCCCN1C(=O)c1cc(COc2ccc3ncccc3c2)on1 (stereo not drawn)	68*	4.0	4	68*	9	-0.2	-43	-2	1
Cc1cc(-c2cccc(Br)c2)c(C#N)c(N)n1	3	0.3	-23	9	-4	0.5	-20	-1	-1
CCCc1nc(-c2ccc(-c3ccc(F)cc3)cc2)no1	-1	-1.6	16	3	-15	1.4	-6	-3	1
CN(C)Cc1n[nH]c(=O)c2ccccc12	4	1.1	2	8	-8	0.6	-6	2	0
CCOC(=O)c1[nH]c(C)c(C(=O)Nc2ccc(C)c(C)c2)c1C	-3	-3.1	4	2	-25	0.8	-10	-4	2
CCOC(=O)N1CCN(C(=S)Nc2cc(OC)c(OC)cc2C(=O)OC)CC1	-2	1.3	-5	2	-14	0.0	-5	-4	0

The list goes on:
SMILES	Ba/F3 V617F tox	S1P4 agonist	NPY-Y2 PAM-ag	BaF3 parental	S1P4 antag	PERK inh	MDM2 E3 inh	eIF4E 4G PPI	Wee1 degr inh
CN=c1scc(C)n1/N=C/c1cc(Br)c(O)c(Br)c1	5	0.6	-14	13	0	0.4	2	7	1
N=C1C(c2nc3ccccc3s2)=C(O)CN1NC(=O)c1ccco1	-3	-0.9	-2	0	18	-0.3	-6	1	0
Cn1cnc([N+](=O)[O-])c1Oc1ccc2ccccc2c1	6	-1.0	1	7	-2	-0.3	-37	-31	1
Oc1cccc(Nc2ncnc3ccccc23)c1	1	0.1	9	4	-10	-0.7	-10	3	-3
Cc1c(CN(C)C(=O)c2nn(C)cc2[N+](=O)[O-])cnn1C	0	-0.4	2	-2	2	0.6	2	13[fluorescence artefact?]	-5
Cc1cc(C(F)(F)F)nn1CC(=O)N(C)c1ccccc1	3	0.6	2	5	-6	1.0	-21	1	0
CCC(=O)Nc1c2c(nn1-c1ccc(OC)cc1)CS(=O)C2 (stereo not drawn)	-4	-0.5	-5	2	-16	1.2	-6	-3	3
COc1ccc(NC(=O)C(=S)NC2CCCCC2)cc1	-3	1.9	31*	1	10	0.8	-6	1	5
COc1c(Cl)cc(Cl)cc1C(=O)n1nc(C)cc1C	-2	1.6	5	5	-21	0.2	/	-1	-2
Cc1cccc(C)c1NC(=O)C(NC=O)c1ccc(Cl)cc1 (stereo not drawn)	-5	-1.1	2	0	-4	1.5	-9	-5	3
Clc1ccc(CSc2nncn2-c2ccc3c(c2)OCCO3)cc1	6	-0.2	-28	2	2	0.1	-3	1	4
Cc1cc(C)c(C#N)c(SC2CCCCC2=O)n1 (stereo not drawn)	-1	-0.9	3	3	-27	-0.7	5	-7	-2
